# Assay outcomes deposited in PubChem BioAssay by The Scripps Research Institute Molecular Screening Center.
# M4 ag = agonists of human muscarinic M4 receptor (CHRM4) | CHO-K1 hM4/Gqi5, Fluo-8 calcium fluorescence; vehicle 0%, full acetylcholine response 100% | activation, % at 3 µM | 360,000 compounds, 0.14% hits | AID 624127;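 active = activation above the run mean over all test wells plus 3 SD, cut at about 32% in these data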;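 also: peak over basal fluorescence ratio per well then scaled between controls; 0% = DMSO wells and 100% = acetylcholine at EC100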
# Target sequence (P08173 whole entry, looked up): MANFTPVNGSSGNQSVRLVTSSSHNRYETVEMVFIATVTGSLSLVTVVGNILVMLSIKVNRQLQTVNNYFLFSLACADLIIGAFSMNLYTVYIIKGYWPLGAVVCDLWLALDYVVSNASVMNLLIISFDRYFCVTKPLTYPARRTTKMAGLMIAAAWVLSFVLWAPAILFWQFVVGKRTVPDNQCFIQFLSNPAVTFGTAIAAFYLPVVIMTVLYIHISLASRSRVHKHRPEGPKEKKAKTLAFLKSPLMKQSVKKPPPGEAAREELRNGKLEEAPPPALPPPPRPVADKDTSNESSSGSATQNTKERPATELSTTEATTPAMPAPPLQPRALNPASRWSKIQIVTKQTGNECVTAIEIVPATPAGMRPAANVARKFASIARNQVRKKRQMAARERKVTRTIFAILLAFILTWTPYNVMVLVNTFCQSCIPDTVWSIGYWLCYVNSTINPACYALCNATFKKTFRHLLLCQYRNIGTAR
# CHRM1 PAM = human CHRM1 positive allosteric modulation. P11229. CHO-K1 hM1, Fluo-8 calcium fluorescence, ACh EC20; 0% = ACh EC20, 100% = maximal ACh. activation, % at 3 µM. 360,000 compounds, 0.088% hits; in the data active = activation above about 19%, passing the limit was not always enough
# Target sequence (P11229 whole entry, looked up): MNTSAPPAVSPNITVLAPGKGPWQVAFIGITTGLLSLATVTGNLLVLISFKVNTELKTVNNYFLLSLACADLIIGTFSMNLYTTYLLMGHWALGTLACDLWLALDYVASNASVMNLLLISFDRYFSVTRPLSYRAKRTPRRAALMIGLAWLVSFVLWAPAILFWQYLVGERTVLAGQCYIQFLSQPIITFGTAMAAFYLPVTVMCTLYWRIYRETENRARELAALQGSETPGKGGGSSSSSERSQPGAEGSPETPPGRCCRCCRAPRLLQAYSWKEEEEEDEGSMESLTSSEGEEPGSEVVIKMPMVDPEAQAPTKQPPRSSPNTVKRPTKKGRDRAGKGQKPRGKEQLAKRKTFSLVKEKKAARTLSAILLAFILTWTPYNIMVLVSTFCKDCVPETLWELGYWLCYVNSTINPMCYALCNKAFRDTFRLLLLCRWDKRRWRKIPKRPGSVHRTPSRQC
# M1 antag = blocks human M1 muscarinic receptor; P11229; inhibition, % at 3 µM; AID 588852; CHO-K1 hM1, Fluo-8 calcium fluorescence, ACh EC80 antagonist; 360,000 compounds, 1.3% hits;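 active = percent inhibition above its own plate's cutoff, namely the mean of that plate's compound wells plus 3 SD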;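 also: peak over basal fluorescence ratio during 140 s after agonist addition; 0% = ACh EC80 plus DMSO and 100% = DMSO alone without agonist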
# CHO parental Ca = signal in parental CHO cells, OX1R antagonist counter-screen. 330,000 compounds, 0.63% hits. parental CHO-K1, ATP-induced calcium, Fluo-8 fluorescence. inhibition, % at 5.6 µM. AID 463079;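 active = inhibition above that plate's mean sample inhibition plus 3 SD, cut at about 26% in these data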;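 also: 0% = ATP-challenged DMSO wells and 100% = DMSO wells without ATP; some compounds past the cut are filed as inactive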
#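 Material: parental CHO cells / Compound: single nominal dose of 5.6 µM per compound / Signal: Fluo-8 fluorescence / Replicates: singlicate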
# OXTR potentiate = human OXTR potentiation. P30559. CHO-OTR cells, Fluo-8 calcium fluorescence, potentiator mode; 0% = oxytocin EC15, 100% = EC100. activation, % at 3 µM. 320,000 compounds, 0.061% hits. AID 2445;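 active = activation above that plate's cutoff, the mean activation of tested compounds plus 3 SD, cut at about 6.6% in these data, passing the limit was not always enough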;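 also: 100% uses oxytocin at 75 nM as the full agonist control; some results filed as inactive read as strong as hits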
#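 test system = CHO-OTR cells, human receptor | compound = single-point 3.0 µM | schedule = 6 min compound pre-incubation at room temperature, 100 s kinetic read | signal = Fluo-8 no-wash calcium dye fluorescence, excitation 470-495 nm, emission 515-575 nm | repeats = single well per compound, singlicate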
# M4 antag = CHRM4 antagonism in calcium assay | CHO-hM4 cells, ACh EC80, Fluo-8 calcium fluorescence | inhibition, % at 3 µM | 360,000 compounds, 0.73% hits;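 active = inhibition above its plate's cutoff, the mean inhibition of sample wells plus 3 SD, cut at about 27% in these data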;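 also: 0% = acetylcholine EC80 with DMSO and 100% = DMSO without agonist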
# M1 ag = human M1 muscarinic receptor agonism | P11229 | CHO-K1 hM1, Fluo-8 calcium fluorescence, agonist mode; 0% DMSO, 100% acetylcholine EC100 | activation, % at 3 µM | 360,000 compounds, 0.33% hits;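 active = activation above the run's mean compound activation plus 3 SD, cut at about 16% in these data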;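 also: peak over basal fluorescence ratio within a 140 s kinetic read after compound addition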
# CHO-K1 Ca ag = M1 agonist counterscreen hit in parental CHO-K1 cells; Fluo-8 calcium fluorescence; scaled to maximal ATP response, vehicle zero; activation, % at 3 µM; 360,000 compounds, 0.48% hits; AID 602248; in the data active = activation above about 15%;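 also: untransfected CHO-K1 host cells lacking M1 receptor as counterscreen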
# CHO-K1 Ca antag = nonselective inhibitor or artifact in parental CHO-K1 cells. 360,000 compounds, 0.6% hits. AID 602250. ATP-induced calcium, Fluo-8 fluorescence. inhibition, % at 3 µM;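 active = inhibition above a per-plate cutoff, the plate's mean sample inhibition plus 3 SD, cut at about 24% in these data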;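 also: 0% = DMSO plus EC80 ATP and 100% = DMSO alone without ATP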
# * marks the source's active call; other numbers are inactive results; x = no result given.
1. CN(C)C(=O)Oc1ccc(OC(=O)c2ccccc2)cc1
2. Cc1c(C(=O)Nc2ccccc2)cc(-c2ccccc2)n1CCCN1CCOCC1
3. CN(C)c1ccc(C=C2C(=O)NC(=O)NC2=O)cc1
4. O=S(=O)(c1ccc(F)cc1)N1CCCC1c1cccnc1 (configuration not stated)
5. Cc1cc(OC(=O)CCNC(=O)OC(C)(C)C)c2c3c(c(=O)oc2c1)CCC3
6. COC(=O)C1=C(c2ccc(F)cc2OCc2ccccc2)C[C@@H]2CC[C@H]1N2C(=O)NCc1ccc2c(c1)OCO2
Compound	1	2	3	4	5	6
M1 antag	-2	-10	-8	-8	5	10
M4 ag	1	3	0	1	11	8
CHRM1 PAM	0	3	5	5	-10	-4
CHO parental Ca	-11	-22	x	-8	-12	-15
OXTR potentiate	3	5	x	-6	-12	-6
M1 ag	-10	-7	-2	-5	-3	-2
M4 antag	-4	7	-3	3	-2	4
CHO-K1 Ca ag	1.1	0.8	0.7	0.6	4.1	0.8
CHO-K1 Ca antag	-16	-9	-12	-8	-21	-11

# Not a retest: entries from further up.
1. CN(C)C(=O)Oc1ccc(OC(=O)c2ccccc2)cc1
2. Cc1c(C(=O)Nc2ccccc2)cc(-c2ccccc2)n1CCCN1CCOCC1
3. CN(C)c1ccc(C=C2C(=O)NC(=O)NC2=O)cc1
Compound	1	2	3
M1 antag	-2	-10	-8
M4 ag	1	3	0
CHRM1 PAM	0	3	5
CHO parental Ca	-11	-22	x
OXTR potentiate	3	5	x
M1 ag	-10	-7	-2
M4 antag	-4	7	-3
CHO-K1 Ca ag	1.1	0.8	0.7
CHO-K1 Ca antag	-16	-9	-12

# The list goes on.
7. CCOC(=O)c1cccc(NC(=O)c2c(O)[nH]c(=O)[nH]c2=O)c1
8. Cc1sc2ncn(CC(=O)NCCCC(=O)N3CCC4(CC3)OCCO4)c(=O)c2c1C
9. COc1ccc(C(CNC(=O)Cc2ccc(Cl)c(Cl)c2)N(C)C)cc1 (configuration not stated)
10. O=Cc1cn(Cc2ccc(F)cc2)c2ccccc12
11. CC(=O)O[C@H]1C[C@@H]2CC[C@@H]3[C@H](CC[C@]4(C)C(=O)CC[C@@H]34)[C@@]2(C)C[C@@H]1OC(C)=O
12. COC(=O)C1=C(c2cccc(OCc3ccccc3)c2)C[C@@H]2CC[C@H]1N2C(=O)NCc1cc(C)oc1C(F)(F)F
Compound	7	8	9	10	11	12
M1 antag	3	-10	-5	-9	-1	9
M4 ag	-1	1	4	2	2	1
CHRM1 PAM	-2	4	-1	3	-3	-6
CHO parental Ca	-4	-5	-25	-5	-1	-23
OXTR potentiate	-1	-8	-8	-4	-4	-10
M1 ag	-3	-2	-6	-8	-7	-5
M4 antag	3	-10	-2	-3	-24	-3
CHO-K1 Ca ag	0.1	0.7	1.3	2.5	-0.2	-0.1
CHO-K1 Ca antag	-10	-28	-10	-1	4	-14

13. O=C1NCN(c2ccccc2)C12CCN(C(c1ccccc1OC(F)(F)F)c1nnnn1-c1ccc3c(c1)OCCO3)CC2 (configuration not stated)
14. Cc1ccc(N=C(N(C)C)P(=O)(N(C)C)N(C)C)cc1
15. Cc1ccc2c(c1)C1CN(C)CCC1N2C(=S)Nc1cccnc1 (configuration not stated)
16. O=c1[nH]c(=O)n(Cc2ccc(F)cc2)c(O)c1/C=N/Nc1ccccc1
17. NP(=O)(OCCCc1ccccc1)Oc1ccc(Cl)cc1 (configuration not stated)
18. CCC1(CC)C(=O)N(C)C(=O)NC1=NC
Compound	13	14	15	16	17	18
M1 antag	-42	2	-10	0	-2	-9
M4 ag	0	0	0	3	2	1
CHRM1 PAM	11	-1	9	1	6	6
CHO parental Ca	x	-12	1	-24	3	-11
OXTR potentiate	x	-5	-1	-2	-9	-1
M1 ag	7	-8	-5	-3	-2	-2
M4 antag	-1	-5	3	-21	2	-6
CHO-K1 Ca ag	0.9	-0.2	0.6	2.2	1.6	0.8
CHO-K1 Ca antag	-22	3	-10	-7	-26	-11

19. Cn1c(=O)n(C)c2cc([N+](=O)[O-])c(N3CCNCC3)cc21
20. O=C(COC(=O)Cc1ccccc1)NC12CC3CC(CC(C3)C1)C2
21. COP(=O)(OC)C(NC(C)=O)C(Cl)(Cl)Cl (configuration not stated)
22. O=C(/C=C/c1ccc(Br)cc1)NC(=S)N1C[C@H]2C[C@H](C1)c1cccc(=O)n1C2
23. CN1C(=O)C(C2c3ccccc3C(=O)N2Cc2ccc([N+](=O)[O-])cc2)C(=O)N(C)C1=O (configuration not stated)
24. CC(=O)Nc1ccc(CC(=O)N2CCN(Cc3ccccc3)CC2)cc1
Compound	19	20	21	22	23	24
M1 antag	-8	-21	3	-14	-7	0
M4 ag	2	-1	0	0	0	0
CHRM1 PAM	6	2	8	1	8	1
CHO parental Ca	-10	-9	-3	-21	4	-3
OXTR potentiate	-7	-6	0	-2	-2	-3
M1 ag	-4	-1	1	-13	-3	-5
M4 antag	-4	3	-5	-17	-9	3
CHO-K1 Ca ag	-0.3	-0.1	-0.2	0.2	0.0	0.6
CHO-K1 Ca antag	-6	-3	1	-5	-10	-11

25. CC(C)C(=O)Nc1nnc(CCN(CCc2nnc(NC(=O)C(C)C)s2)[N+](=O)[O-])s1
26. CN1CCN(c2ccc([N+](=O)[O-])c(N)c2)CC1
27. COc1ccc(C(=O)C(C)(C)NO)cc1
28. O=C1NC(=O)C(=Cc2ccc(-c3ccc(Cl)cc3)o2)C(=O)N1
29. CCOP(=S)(OCC)Oc1cc(C)nc(C(C)C)n1
30. CCc1nnc(NC(=O)CCc2nc(C3=CCN(C)CC3)no2)s1
Compound	25	26	27	28	29	30
M1 antag	-13	8	10	0	-28	-2
M4 ag	1	1	0	1	0	0
CHRM1 PAM	16	-4	-4	8	5	2
CHO parental Ca	-12	2	0	-1	x	-4
OXTR potentiate	6	-5	1	-3	x	-11
M1 ag	-4	-6	-3	-1	-3	-5
M4 antag	7	-12	4	-4	4	11
CHO-K1 Ca ag	0.1	0.1	0.0	-0.6	0.7	0.0
CHO-K1 Ca antag	-12	-6	7	-1	-11	-6

31. CN(C)C(=O)Oc1ccc(Br)cc1C(=O)Nc1ccc(F)c(Cl)c1
32. O=C(c1cccc2ccccc12)C1CCCN(Cc2ccon2)C1 (configuration not stated)
33. Cc1ccc(CN2C(=O)NC(=O)C3(Cc4c(nc5ccccn5c4=O)N4CCCCCC43)C2=O)cc1 (configuration not stated)
34. CCC(C)C1NC(=O)C(C(C)=O)=C1O (configuration not stated)
35. Cc1c(O)ccc(C(=O)CN2CC(C)OC(C)C2)c1O (configuration not stated)
36. C[C@]12CC[C@H](O)C[C@H]1CC[C@@H]1[C@@H]2C[C@@H](O)[C@]2(C)[C@@H](C3=CC(=O)OC3)CC[C@]12O
Compound	31	32	33	34	35	36
M1 antag	-17	-7	1	-12	-3	-22
M4 ag	2	0	0	2	1	1
CHRM1 PAM	9	3	3	12	1	6
CHO parental Ca	-30	-12	-2	-8	0	0
OXTR potentiate	2	-3	-3	-1	-2	-8
M1 ag	-2	-3	-2	1	-1	0
M4 antag	-4	4	5	-19	9	1
CHO-K1 Ca ag	1.8	1.3	0.2	-0.2	0.4	0.3
CHO-K1 Ca antag	-15	-11	8	-2	-8	-4

# Single records, from the list above.
# `CN(C)C(=O)Oc1ccc(Br)cc1C(=O)Nc1ccc(F)c(Cl)c1` across the screens: M1 antag = -17; M4 ag = 2; CHRM1 PAM = 9; CHO parental Ca = -30; OXTR potentiate = 2; M1 ag = -2; M4 antag = -4; CHO-K1 Ca ag = 1.8; CHO-K1 Ca antag = -15
# `Cc1ccc(CN2C(=O)NC(=O)C3(Cc4c(nc5ccccn5c4=O)N4CCCCCC43)C2=O)cc1` (configuration not stated) across the screens: M1 antag = 1; M4 ag = 0; CHRM1 PAM = 3; CHO parental Ca = -2; OXTR potentiate = -3; M1 ag = -2; M4 antag = 5; CHO-K1 Ca ag = 0.2; CHO-K1 Ca antag = 8

# (list continues)
37. CC(=NCc1ccco1)c1c(O)n(-c2ccc(C)cc2)c(=O)[nH]c1=O
38. CN1CCc2cc3c(c4c2C1Cc1ccccc1-4)OCO3 (configuration not stated)
39. CCOC(=O)c1c(-c2ccc(OC)cc2)oc2ccc(OC(=O)N(C)C)cc12
40. CCC(CC)NCc1c[nH]c2ccccc12
41. Cc1cccc(OP(=O)(Oc2ccccc2)OC(c2ccccc2)C(F)(F)F)c1 (configuration not stated)
42. CC1(C)C(C(=O)N2CCN(c3ccc(Cl)cc3)CC2)C1(C)C
Compound	37	38	39	40	41	42
M1 antag	-3	-12	-8	-9	10	-6
M4 ag	0	0	2	2	1	5
CHRM1 PAM	2	3	11	12	-16	5
CHO parental Ca	-31	-20	-26	-4	37	-7
OXTR potentiate	-7	-6	-17	3	-8	-15
M1 ag	-2	-8	2	-8	-6	-3
M4 antag	-11	-1	-3	2	9	-6
CHO-K1 Ca ag	-0.1	0.3	0.6	0.8	0.8	1.9
CHO-K1 Ca antag	-4	7	-5	-4	-13	-14

43. CC1c2ccccc2-n2nncc2CN1CC1CCCCC1 (configuration not stated)
44. CCc1ccc(NC(=O)CCNC(=O)N2C[C@H]3C[C@@H](C2)c2cccc(=O)n2C3)cc1
45. O=c1[nH]c(O)c(N=Nc2ccc([N+](=O)[O-])cc2)c(=O)[nH]1
46. COc1cccc2c1N=C1CCCC3CN(C(C)=O)CCC123 (configuration not stated)
47. Nc1c(C(=O)OCc2ccccc2)c2nc3ccccc3nc2n1Cc1cccs1
48. COC(=O)C1=C(c2cccc(OC)c2OC)C[C@@H]2CC[C@H]1N2C(=O)NC1CCCCC1
Compound	43	44	45	46	47	48
M1 antag	-6	-8	-14	-14	-11	1
M4 ag	-1	1	2	1	4	0
CHRM1 PAM	2	3	17	9	10	5
CHO parental Ca	x	-1	2	x	19	-15
OXTR potentiate	x	-6	-6	x	-4	-6
M1 ag	-6	-3	-2	-3	-2	-7
M4 antag	5	-7	1	-4	2	-9
CHO-K1 Ca ag	0.7	0.2	0.4	2.2	-0.1	0.0
CHO-K1 Ca antag	3	-1	-16	-16	19	-12

49. CC(=NCc1ccc2c(c1)OCO2)c1c(O)[nH]c(=O)[nH]c1=O
50. COc1ccc(-n2c(SC)nc3ccccc3c2=O)cc1
51. CC(C)Sc1nnc([C@@H](N)Cc2c[nH]c3ccccc23)o1
52. CC(C)CCOP(N)(=O)Oc1ccccc1 (configuration not stated)
53. O=c1[nH]c(=O)n(-c2ccccc2F)c(O)c1/C=C1\C=Nc2ccccc21
54. COc1ccc(N=C(C)c2c(O)[nH]c(=O)[nH]c2=O)cc1
55. CCCN1CCC[C@H](c2cccc(O)c2)C1
56. CCCOC(=O)Nc1ccc([As](=O)(O)O)cc1NC(=O)OCCC
Compound	49	50	51	52	53	54	55	56
M1 antag	-24	11	-8	-2	6	-8	-36	-13
M4 ag	-1	3	2	2	19	0	1	0
CHRM1 PAM	2	-3	10	3	14	1	7	9
CHO parental Ca	3	-22	-9	-5	3	-12	-3	-6
OXTR potentiate	-5	-17	-5	-6	-7	1	-2	-3
M1 ag	-4	-1	-4	-1	0	-2	-3	0
M4 antag	-4	-9	3	3	1	11	-12	-8
CHO-K1 Ca ag	-0.4	2.2	0.5	0.7	6.0	-0.7	1.0	0.6
CHO-K1 Ca antag	-17	-1	-7	-7	-1	-1	3	-6

# Only part of the results is shown; rates above refer to the full screens.
